Pf growth 96h – P. falciparum growth inhibition at 96 hour, primary screen for plastid delayed-death inhibitors; Potency, µM (highest dose often 28.7 µM), for inactives: at the highest dose activity change, negative = inhibition, usual class: inhibitors; P. falciparum luciferase reporter growth, 96 h; actives 6.9% (n = 320,000); also: potency is read from the fitted curve at half-maximal effect; % is scaled to controls: 0 for no effect and ±100 for the full control effect
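Delayed-death screen, second-generation endpoint: infected erythrocytes, 2% hematocrit, 0.05% parasitemia final; 96 hours at 37 C, 5% CO2; luciferase detection reagent; luminescence decrease equals reduced growth.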
AmpC inh no detg – inhibitors of E. coli AmpC beta-lactamase without detergent. actives 0.52% (n = 330,000). P00811. AmpC nitrocefin hydrolysis, absorbance 480 nm, 0.0001% Triton. Potency, µM (highest dose often 57.1 µM), inactives show top-dose activity change, negative = inhibition, most hits filed as inhibitors;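 also: potency is read from the fitted curve at half-maximal effect; plate controls were no compound for no effect and no enzyme for full effect; nearly all actives have a fitted effect of over 20% in size; some results filed as inactive show a strong effect at the top dose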
Target sequence (P00811 whole entry, looked up): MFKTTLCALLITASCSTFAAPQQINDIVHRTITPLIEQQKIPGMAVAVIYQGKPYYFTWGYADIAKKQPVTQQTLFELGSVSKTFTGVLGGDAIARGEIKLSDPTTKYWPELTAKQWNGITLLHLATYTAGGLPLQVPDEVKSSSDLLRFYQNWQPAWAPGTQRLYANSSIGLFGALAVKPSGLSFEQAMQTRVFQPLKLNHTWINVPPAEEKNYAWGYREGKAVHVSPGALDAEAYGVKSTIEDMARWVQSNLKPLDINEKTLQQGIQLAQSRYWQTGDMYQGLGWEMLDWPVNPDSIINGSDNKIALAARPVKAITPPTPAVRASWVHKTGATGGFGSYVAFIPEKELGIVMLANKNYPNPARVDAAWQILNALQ
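AmpC (5.3 nM in the dispensed reagent) in 20 mM phosphate pH 7.0 with 0.01% (detergent screen) or 0.0001% Triton X-100 was preincubated with compounds for 15 min at room temperature. Nitrocefin was then added from an 800 uM solution, and hydrolysis was followed at 480 nm.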
LmPK inhibitor – LmPK (Leishmania mexicana) enzyme inhibition | Q27686 | purified LmPK, Kinase-Glo ATP luminescence, 1 h | Potency, µM (highest dose often 57.5 µM), for the others: at the top dose activity change, negative = inhibition, most hits filed as inhibitors | actives 0.37% (n = 290,000); also: potency is read from the fitted curve at half-maximal effect; % is scaled to controls: 0 for no effect and ±100 for the full control effect
Target sequence (Q27686 whole entry, looked up): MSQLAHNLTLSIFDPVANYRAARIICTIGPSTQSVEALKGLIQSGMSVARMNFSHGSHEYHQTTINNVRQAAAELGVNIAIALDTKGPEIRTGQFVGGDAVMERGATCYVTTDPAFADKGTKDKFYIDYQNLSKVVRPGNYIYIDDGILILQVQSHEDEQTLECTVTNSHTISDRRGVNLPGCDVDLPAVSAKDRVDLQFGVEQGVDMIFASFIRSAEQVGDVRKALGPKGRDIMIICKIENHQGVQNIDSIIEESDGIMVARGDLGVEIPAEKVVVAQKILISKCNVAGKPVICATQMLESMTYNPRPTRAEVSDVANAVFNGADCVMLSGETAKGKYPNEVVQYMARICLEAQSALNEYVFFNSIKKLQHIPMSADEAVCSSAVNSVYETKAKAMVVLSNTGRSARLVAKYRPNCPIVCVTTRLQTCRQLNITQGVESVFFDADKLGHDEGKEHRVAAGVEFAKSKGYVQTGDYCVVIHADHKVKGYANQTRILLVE
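Purified LmPK (0.1 nM) with 0.5 mM PEP and 0.1 mM ADP in imidazole buffer pH 7.2 with MgCl2/KCl, 1 h at room temperature. ATP formed was read by luciferase luminescence and normalized to no-enzyme and uninhibited controls.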
Pf growth 48h – P. falciparum growth inhibition at 48 hours (one generation); Potency, µM (highest dose often 28.7 µM), without a hit: at the highest dose activity change, negative = inhibition, most hits filed as inhibitors; AID 504832; actives 5.9% (n = 310,000); P. falciparum luciferase growth in erythrocytes, 48 h; also: potency is read from the fitted curve at half-maximal effect; % is scaled to controls: 0 for no effect and ±100 for the full control effect
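Growth was read as firefly luciferase luminescence after a 48 h, 37 C, 5% CO2 exposure of compounds to reporter-bearing P. falciparum cultures (0.1% parasitemia, 2% hematocrit final) in Albumax-supplemented RPMI 1640.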
Shiga toxin inh – Shiga toxin inhibition; Vero cells, Shiga toxin protein synthesis inhibition reporter; inhibition, % at 38.7 µM; actives 9.2% (n = 290,000); in the data active = inhibition mostly above about 28%, no sharp cut-off; inactive = mostly below about 43%; also: 0% is about no effect
Cycloheximide cs – affects cycloheximide protein synthesis inhibition readout, counter-screen; cell reporter, cycloheximide protein synthesis inhibition counterscreen; max response, %; actives 12% (n = 300,000); in the data active = max response mostly above about 13%, no sharp cut-off; inactive = mostly below about 14%; also: read at 38.3 µM for the half of the compounds with a filed dose; 0% is about no effect
TbPYK inhibitor – inhibitors of Trypanosoma brucei pyruvate kinase. Potency, µM (highest dose often 76.8 µM), inactives show at the highest dose activity, negative = inhibition, usual class: inhibitors. Q57TT1. actives 0.12% (n = 410,000). TbPYK enzyme, Kinase-Glo Plus ATP luminescence, 45 min. AID 624173; also: potency is read from the fitted curve at half-maximal effect; % is scaled to controls: 0 for no effect and ±100 for the full control effect; nearly all actives have a fitted effect of over 50% in size
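ADP (130 uM final) triggers the TbPYK reaction after compound addition; incubation is 45 min at room temperature. Kinase-Glo Plus is then added and luminescence imaged. Normalized data are fitted to concentration-effect curves.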
* hit, by the source's call; ? = inconclusive; . = not tested or not shown; [ ] = dose if it differs, or a comment. Unless noted, calls follow the shape of the dose curve; as a rule, active = well fitted curve in the direction sought with a large enough effect; inconclusive = small, poorly fitted or top-dose-only effect, or another doubt; inactive = no such curve, though single readings can be large; an effect the other way counts as inactive or inconclusive. Outcome played no part in choosing rows, and some 22% of all compounds hit somewhere here.

Abbreviations: A = Pf growth 96h; B = AmpC inh no detg; C = LmPK inhibitor; D = Pf growth 48h; E = Shiga toxin inh; F = Cycloheximide cs; G = TbPYK inhibitor
COC(=O)COc1ccc2oc(=O)cc(C)c2c1
  A: .	B: -15%	C: -7%	D: 3%	E: -3	F: -4	G: 0%

O=S(=O)(c1ccc2c(c1)CCN2)N1CCCC1
  A: ?	B: -9%	C: .	D: 0%	E: .	F: .	G: 3%

CCOC(=O)C(C)Oc1cccc2c(=O)n(CC(=O)NCc3ccc4c(c3)OCO4)ccc12 (stereo not drawn)
  A: ?	B: 22%	C: 2%	D: .	E: -7	F: -4	G: 0%

CC1(C)NC(=O)N(CC(O)CN2CCOCC2)C1=O (stereo not drawn)
  A: 60%[activator]	B: -11%	C: -1%	D: 8%	E: -5	F: -1	G: 1%

O=C(NC1CCCC1)C1CCN(C(=O)c2ccc(Cl)cc2Cl)CC1
  A: 18%	B: 17%	C: 6%	D: -2%	E: -10	F: -7	G: -4%

O=C(COC(=O)c1ccccc1Cc1ccccc1)Nc1ccc(SC(F)F)cc1
  A: ?	B: -33%	C: 2%	D: ?	E: 129*	F: 54*	G: 7%

CN(Cc1ccccc1)C(=O)c1nc[nH]c1C(=O)N1CCN(C(=O)OC(C)(C)C)CC1
  A: 48%[activator]	B: 11%	C: .	D: 38%[activator]	E: .	F: .	G: 0%

COc1ccccc1NC(=O)C(C)N1C(=O)c2ccccc2C1=O (stereo not drawn)
  A: -2%	B: -19%	C: 0%	D: ?	E: -12	F: -3	G: 3%

Cc1ccc2c(c1)nnn2C1CCN(CC(=O)NCCc2ccccc2)CC1
  A: 0%[5.75 µM]	B: 78%[activator]	C: -1%	D: ?	E: -15	F: -3	G: 1%

COc1ccccc1CNC(=O)c1ccc(C)s1
  A: 6.6µM*	B: -11%	C: 7%	D: 60%[activator]	E: 21	F: 3	G: -15%

CC(=O)Nc1ccc(S(=O)(=O)N(C)CC(=O)N(C)Cc2sccc2C)cc1
  A: ?	B: 19%	C: .	D: -20%	E: .	F: .	G: 11%

COc1ccc(NC(=O)C2C3CCC(O3)C2C(=O)O)c(C)c1 (stereo not drawn)
  A: ?	B: -26%	C: 5%	D: 100%[activator]	E: 2	F: 0	G: 22%

c1ccn2cc(CSc3nnc4ccccn34)nc2c1
  A: -14%	B: -12%	C: 3%	D: .	E: 120*	F: 57*	G: 2%

c1ccc(N(c2ccccc2)c2nc(-n3ccnc3)nc(-n3ccnc3)n2)cc1
  A: ?	B: 54%	C: 6%	D: ?	E: 7	F: -2	G: 3%

Nc1nonc1-n1nnc(C(=O)N/N=C/c2cccc(Cl)c2)c1-c1cccs1
  A: 2.3µM*	B: -49%	C: 9%	D: 4.7µM*	E: -8	F: 1	G: 1%

Profiles, looked up by structure. Order of values: Pf growth 96h	AmpC inh no detg	LmPK inhibitor	Pf growth 48h	Shiga toxin inh	Cycloheximide cs	TbPYK inhibitor
c1ccc(N(c2ccccc2)c2nc(-n3ccnc3)nc(-n3ccnc3)n2)cc1 is listed as ?	54%	6%	?	7	-2	3%
CN(Cc1ccccc1)C(=O)c1nc[nH]c1C(=O)N1CCN(C(=O)OC(C)(C)C)CC1 is listed as 48%[activator]	11%	.	38%[activator]	.	.	0%
COc1ccccc1CNC(=O)c1ccc(C)s1 is listed as 6.6µM*	-11%	7%	60%[activator]	21	3	-15%
Cc1ccc2c(c1)nnn2C1CCN(CC(=O)NCCc2ccccc2)CC1 is listed as 0%[5.75 µM]	78%[activator]	-1%	?	-15	-3	1%

(listing goes on)
Abbreviations: A = Pf growth 96h; B = AmpC inh no detg; C = LmPK inhibitor; D = Pf growth 48h; E = Shiga toxin inh; F = Cycloheximide cs; G = TbPYK inhibitor
COc1ccc(C2c3c(-c4cc(Cl)c(C)cc4O)n[nH]c3C(=O)N2Cc2cccnc2)cc1OC (stereo not drawn)
  A: -10%	B: 92%[activator]	C: 13%	D: 3.3µM*	E: -26	F: -2	G: -12%

OCC1CCCN(C(=S)Nc2ccc(Nc3ccccc3)cc2)C1 (stereo not drawn)
  A: ?	B: -30%	C: 1%	D: 65%[activator]	E: 61*	F: 29*	G: -6%

COCCCNCCOc1ccc(C)cc1[N+](=O)[O-]
  A: 55%[activator]	B: -5%	C: -6%	D: -12%	E: -7	F: -1	G: 13%

Cc1ccc(C)c(NC(=O)Cn2nnc(C(=O)Nc3c(C)cccc3C)c2N)c1
  A: -24%	B: -13%	C: -2%	D: ?	E: -10	F: -4	G: -16%

O=C(N/N=C/c1ccc(OC(F)F)cc1)c1ccc(Br)cc1
  A: 11%	B: -33%	C: 0%	D: 24%	E: 35	F: -2	G: 2%

Cc1cccc(N2CCN(C(=O)COc3ccc4ccc(=O)oc4c3)CC2)c1C
  A: ?	B: 25%	C: 4%	D: -21%	E: -5	F: 8	G: 1%

Cc1ccc(N2CC(C(=O)Nc3nnc(SCC(=O)NCC4CCCO4)s3)CC2=O)cc1C (stereo not drawn)
  A: ?	B: 18%	C: 4%	D: ?	E: -3	F: -2	G: -19%

CCOC(=O)C1CCN(C(=O)c2ccc3c(c2)NC(=O)/C(=C/c2ccccc2)S3)CC1
  A: ?	B: 20%	C: 10%	D: ?	E: 4	F: -3	G: -3%

CCCCn1c(N)c(N(CC(C)C)C(=O)CSCC(=O)Nc2ccc(C)cc2)c(=O)[nH]c1=O
  A: ?	B: -14%	C: .	D: ?	E: .	F: .	G: 3%

O=C(NC(Cc1ccccc1)C(=O)O)/C(=C/c1ccc([N+](=O)[O-])cc1)NC(=O)c1ccco1 (stereo not drawn)
  A: 10%	B: -18%	C: 2%	D: 39%[activator]	E: 1	F: -4	G: 7%

O=C(Nc1ccc(C(=O)NCC2CCN(Cc3ccccc3F)CC2)cc1)C1=CSCCO1
  A: ?	B: 18%	C: 0%	D: -12%	E: 29	F: 14*	G: 5%

CC1Sc2ccc(S(=O)(=O)N3CCN(c4cccc(Cl)c4)CC3)cc2NC1=O (stereo not drawn)
  A: 12µM*	B: -6%	C: -3%	D: 0%	E: 2	F: 6	G: 0%

CNc1ccc(Br)cc(C(=O)/C=C/c2cccc(OC)c2)c1=O
  A: ?	B: -45%	C: 1%	D: ?	E: -35	F: 13*	G: -18%

CC12CC[C@H]3[C@@H](CCC4(O)C[C@H](O)CCC34/C=N/NC(=O)Cc3ccccc3)C1(O)CCC2C1=CC(=O)OC1 (stereo partly drawn)
  A: -9%	B: 137%[activator]	C: 8%	D: ?	E: 5	F: -5	G: 4%

O=C1C=C(c2ccc(Cl)cc2)C(=O)N1Nc1ccccc1
  A: -16%	B: -46%	C: -12%	D: .	E: -22	F: -6	G: ?

CC(C)(C)c1ccc(OCC(=O)NCc2ccco2)c(Br)c1
  A: 2%	B: 23%	C: -11%	D: 25%	E: 58	F: 30*	G: 0%

COc1ccc(CN=C2NN=C(c3ccc(Cl)cc3)CS2)cc1
  A: ?	B: -53%	C: 1%	D: -17%	E: 52*	F: 21*	G: 2%

COC(=O)Nc1ccc(C)cc1NC(=O)OC
  A: .	B: -12%	C: 0%	D: 13%	E: -2	F: -3	G: -18%

O=C(NC1CCN(S(=O)(=O)c2ccc(F)cc2)CC1)c1ccc(F)cc1
  A: 12µM*	B: 0%	C: 4%	D: 20%	E: -10	F: -2	G: 2%

COc1ccc(OC)c(/C=N/NC(=O)c2csc3ccccc23)c1
  A: ?	B: 7%	C: -1%	D: -15%	E: -7	F: 4	G: 4%

CCOC(=O)C1=C(N)OC2=C(C(=O)CC(C)(C)C2)C1c1ccccc1OC (stereo not drawn)
  A: 0%	B: 5%	C: 3%	D: 0%	E: -6	F: -8	G: 4%

COc1cc(OC)cc(C(=O)NCC(=O)OCC(=O)N2CCc3ccccc32)c1
  A: -4%	B: -14%	C: 10%	D: -7%	E: -10	F: -4	G: -15%

CN(C)S(=O)(=O)c1cccc(NC(=O)COC(=O)c2ccc(Br)o2)c1
  A: 51%[activator]	B: -18%	C: 3%	D: 2%	E: -9	F: 4	G: -1%

CCc1ccc(/C=C2\SC(=S)N(CCCC(=O)Nc3ccccn3)C2=O)cc1
  A: 106%[activator]	B: -41%	C: 5%	D: ?	E: -23	F: -6	G: -4%

Fc1ccc(/C=N/Nc2nn[nH]n2)cc1
  A: 2%	B: -15%	C: 0%	D: 16%	E: 28	F: -5	G: 0%

COc1ccc(N(CC(=O)NCC2CCCO2)S(=O)(=O)c2ccc(C)cc2)cc1OC (stereo not drawn)
  A: .	B: 0%	C: 4%	D: 4%	E: -24	F: -1	G: 3%

c1ccc(-n2c(-c3ccco3)nnc2N2CCOCC2)cc1
  A: -20%	B: -6%	C: 2%	D: .	E: 1	F: -4	G: 3%

COc1ccc(NS(=O)(=O)c2cccc(NC(=O)C34CCC(CC3)C4)c2)cc1
  A: ?	B: -34%	C: 5%	D: -12%	E: -2	F: -3	G: -8%

CC(=O)N1c2ccccc2-c2nc3ccccc3n2C1C (stereo not drawn)
  A: -12%	B: 5%	C: -1%	D: -2%	E: 6	F: 1	G: 3%

CC(C)=CC(=O)N1CCC(N2CCC(C(=O)N3CCOCC3)CC2)CC1
  A: 40%[activator]	B: 49%	C: 2%	D: -9%	E: -9	F: 1	G: 2%

CC(=O)c1c(-c2ccc(C)cc2)nc2c3ccccc3ccn12
  A: 0%	B: -4%	C: 1%	D: ?	E: -19	F: -2	G: -10%

O=C1CN(C(=O)CSc2nnnn2C2CC2)c2ccccc2N1
  A: ?	B: -15%	C: .	D: ?	E: .	F: .	G: 8%

CCC(C(=O)NCc1ccc(OC)cc1)n1nc(C)n2c(cc3occc32)c1=O (stereo not drawn)
  A: 1%	B: -10%	C: 0%	D: -1%	E: 37	F: -1	G: -3%

COC(=O)c1cc(S(=O)(=O)N2CCCC2=O)c(Cl)cc1Cl
  A: 10µM*	B: -15%	C: 4%	D: ?	E: -6	F: -2	G: -3%

Cn1cnc2c(N3CCCCC3)nccc21
  A: 31%[activator]	B: -16%	C: 0%	D: 8%	E: 17	F: 6	G: 3%

O=Cc1sc(N2CCOCC2)nc1-c1ccccc1
  A: 49%[5.75 µM]	B: -5%[2.29 µM]	C: -1%	D: 0%	E: 34	F: 6	G: .

O=C(N/N=C/c1cn(-c2ccccc2)nc1-c1cccnc1)c1ccc(F)cc1
  A: ?	B: -34%	C: 2%	D: ?	E: 7	F: 7	G: -12%

COc1ccc(CN(CC(=O)NC2CCCC2)C(=O)CCC(=O)Nc2nccs2)cc1
  A: -6%	B: 19%	C: 3%	D: 0%	E: 10	F: -3	G: -1%

CC(C1CC2CCC1C2)n1c(COc2ccccc2F)nnc1SCC(N)=O (stereo not drawn)
  A: ?	B: 156%[activator]	C: 4%	D: ?	E: -26	F: -2	G: -4%

Source: PubChem BioAssay
